Glyco luc inh = increase of ERlucT glycosylation luciferase signal, primary screen, N-linked glycosylation inhibitor project, D54 ERlucT cells, luminescence, set 2; reporter increase, % at 12.5 µM; D54 ERlucT glycosylation luciferase reporter, 24 h; percent of 100 nM tunicamycin response; AID 588692, 2011; 0.23% of 360,000 active;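 active means mean luciferase reporter signal, scaled so untreated is 0 and the glycosylation-blocking control 100, at or above a set limit in every replicate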;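 further: luciferase carries N-glycosylation sites so blocking glycosylation raises the light; 0% = median of neutral control wells and 100% = median of 100 nM tunicamycin wells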
PDI inh = inhibitors of human PDI, primary screen, biochemical, turbidity, single point, plate reader | Protein disulfide-isomerase (Homo sapiens), P07237 | PDI insulin aggregation turbidity, A650, 90 min | inhibition, % at 10 µM | 0.052% of 350,000 active;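 active means mean inhibition across replicates of 30% or more, whatever share of single replicates reach that level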;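 further: absorbance from insulin aggregation driven by PDI reduction with DTT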
Target sequence (P07237 whole entry, looked up): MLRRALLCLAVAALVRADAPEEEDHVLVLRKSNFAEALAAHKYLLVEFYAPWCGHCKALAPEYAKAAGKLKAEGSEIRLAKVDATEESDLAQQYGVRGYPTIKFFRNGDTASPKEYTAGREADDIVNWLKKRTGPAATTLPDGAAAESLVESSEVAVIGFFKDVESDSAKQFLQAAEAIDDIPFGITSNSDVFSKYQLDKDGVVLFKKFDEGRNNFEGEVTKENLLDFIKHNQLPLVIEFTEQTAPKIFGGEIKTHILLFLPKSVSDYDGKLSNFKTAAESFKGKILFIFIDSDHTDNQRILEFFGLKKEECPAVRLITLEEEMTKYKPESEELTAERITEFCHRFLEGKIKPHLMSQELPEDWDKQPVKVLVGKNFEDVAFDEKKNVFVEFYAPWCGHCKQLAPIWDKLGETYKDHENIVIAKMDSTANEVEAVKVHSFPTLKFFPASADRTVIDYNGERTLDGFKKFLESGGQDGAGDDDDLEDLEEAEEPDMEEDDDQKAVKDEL
HTR2A ag = mouse Htr2a agonists via beta-arrestin recruitment, primary screen, cell-based, luminescence; 0.66% of 360,000 active; CHO-K1 mHTR2A beta-arrestin complementation; percent of 30 µM serotonin response; AID 624169, 2012; 5-hydroxytryptamine receptor 2A (Mus musculus), P35363; activation, % at 7.6 µM;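 active means activation above a run cutoff, the mean activation of all tested compounds plus 3 SD, cut at about 14% in these data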;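 further: 0% = plate median of compound wells and 100% = 30 µM serotonin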
H9c2 protect = cardioprotection against H2O2-induced cell death, primary screen, uHTS, H9c2 cells, ATPLite luminescence; H9c2 cardiomyocytes, H2O2 injury protection, 2 h; AID 588492, 2011; 0.63% of 360,000 active; protection from H2O2 cell death, % at 20 µM;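 active means compounds giving at least 50% protection of heart cells from peroxide-induced death in the single-dose screen, raw or plate-pattern-corrected value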;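 further: 0% = DMSO wells with peroxide and 100% = DMSO wells without peroxide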
ABCB6 inh MLPCN = ABCB6 transporter inhibitors, primary screen, K562-ABCB6 cells, flow cytometry, MLPCN library. K562-ABCB6 porphyrin accumulation, 1 h; hits give low values. fluorescence ratio to DMSO, % at 10 µM. 0.19% of 360,000 active. AID 602162, 2011;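 active means fluorescence ratio to DMSO below 75%, the collection mean minus 3 SD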;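 further: signal is porphyrin accumulated inside mitochondria; 100% equals median channel fluorescence of DMSO control wells; lower ratio means ABCB6 inhibition with less porphyrin fluorescence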
CaV13 ICDI inh = Disruptors of the CACNA1D IQ motif to Ca2+-dependent inactivation inhibitor domain association, primary screening, Förster resonance energy transfer in intact living … | HEK cells, CFP/YFP FRET ICDI-IQ, plate reader, 10 min; percent FRET-ratio fall versus neutral wells | inhibition, % at 12.3 µM | 0.098% of 340,000 active | AID 743397;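 active means mean replicate inhibition of at least 30% and at least 1% of replicates passing that level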;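 further: 0% = median of the neutral control wells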
ABHD5-PLIN5 inh = ABHD5-PLIN5 interaction inhibitors, primary screen, cell lysate, split luciferase complementation, luminescence; Perilipin-5 (Homo sapiens) + 1-acylglycerol-3-phosphate O-acyltransferase ABHD5 (Homo …; 0.78% of 360,000 active; Split G. princeps luciferase complementation, 4 h; inhibition, % at 4 µM;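 active means inhibition above the mean inhibition across every tested compound plus 3 SD, cut at about 22% in these data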;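 further: 0% = DMSO only wells and the 100% control is not disclosed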
Exocytosis inh = LAMP-1 surface exposure blockers, TALL-104 cells – cell-based, flow cytometry, MLPCN library, primary screen; inhibition, % at 10 µM; TALL-104 LAMP-1 surface exposure; cells stimulated with thapsigargin and PMA; 0.66% of 360,000 active;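 active means inhibition above about 55%, limit read from the data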
MC4R barr agon = MC4R agonists recruiting beta-arrestin, primary screen, cell-based, luminescence, agonist arm of biased-ligand search; activation, % at 8.9 µM; 0.98% of 360,000 active; U2OS MC4R beta-arrestin complementation; percent of melanotan II response, DMSO zero; AID 540308, 2011; Melanocortin receptor 4 (Homo sapiens), P32245;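 active means activation above a per-plate cutoff, the mean activation of sample wells on that plate plus 3 SD, cut at about 8% in these data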
Target sequence (P32245 whole entry, looked up): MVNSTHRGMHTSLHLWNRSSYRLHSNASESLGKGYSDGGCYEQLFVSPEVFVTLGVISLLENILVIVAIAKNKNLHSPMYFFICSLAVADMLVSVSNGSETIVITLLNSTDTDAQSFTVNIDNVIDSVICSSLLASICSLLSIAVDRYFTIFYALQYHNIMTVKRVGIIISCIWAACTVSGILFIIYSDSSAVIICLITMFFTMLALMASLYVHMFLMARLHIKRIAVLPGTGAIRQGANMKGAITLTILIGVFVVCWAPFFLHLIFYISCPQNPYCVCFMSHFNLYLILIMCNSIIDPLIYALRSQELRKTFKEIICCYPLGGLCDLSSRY
MC4R antag cAMP = MC4R antagonists of cAMP signaling, primary screen, cell-based, TR-FRET, antagonist arm of biased-ligand search | Melanocortin receptor 4 (Homo sapiens), P32245 | MC4R-expressing cells, MTII-stimulated cAMP, LANCE TR-FRET | inhibition, % at 6.5 µM | 0.48% of 360,000 active | AID 540295, 2011;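 active means inhibition above its plate's cutoff, the mean of tested wells on that plate plus 3 SD, cut at about 29% in these data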;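 further: 0% = Melanotan II alone and 100% = Melanotan II plus saturating MCL0020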
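Test system: U2OS cells stably expressing human melanocortin 4 receptor (MC4R); also added: Melanotan II challenge; compound: 6.5 µM single dose; timing: 30-min compound preincubation, 1-h Melanotan II challenge, 1-h detection, room temperature; signal: Eu-cAMP/anti-cAMP TR-FRET, emission 671 nm; repeats: one well per compound, no replicates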
Starred values were filed as active, the others as inactive; / = not tested or not shown.

SMILES | Glyco luc inh | PDI inh | HTR2A ag | H9c2 protect | ABCB6 inh MLPCN | CaV13 ICDI inh | ABHD5-PLIN5 inh | Exocytosis inh | MC4R barr agon | MC4R antag cAMP
COc1ccc(C(O)c2nc(-c3ccc(OC)c(OC)c3)cs2)cc1 (stereo unspecified) | 0.7 | 0.7 | -2.2 | -4.6 | 97.0 | -10.0 | 2.1 | 11.6 | 1.3 | 3.3
O=C(c1ccc(Cl)c(S(=O)(=O)N2CCCC2)c1)N1CCCCC1 | / | 2.1 | 2.5 | -0.7 | 95.0 | -2.6 | -1.9 | -3.8 | -1.4 | -4.5
O=C(CS(=O)c1ccccc1[N+](=O)[O-])Oc1ccc(Br)cc1 (stereo unspecified) | -4.1 | -0.6 | 3.2 | -5.9 | 91.0 | -2.1 | 2.6 | 3.7 | -1.8 | 22.1
CN(C)S(=O)(=O)c1ccc(C(=O)NCCN=C2NS(=O)(=O)c3ccccc32)cc1 | 1.8 | -6.3 | -6.9 | 1.8 | 97.0 | -2.7 | -3.0 | 3.2 | -2.9 | 8.5
COc1ccc(CCNC(=O)c2cccc(S(=O)(=O)NC(C)c3ccccc3)c2)cc1 (stereo unspecified) | -1.3 | 0.7 | 4.0 | 5.2 | 95.0 | -5.9 | -13.3 | -6.5 | 0.0 | 3.1
O=C(COC(=O)/C=C/c1ccc(Cl)cc1)NC(=O)NCc1ccccc1 | 1.6 | -0.6 | -1.2 | -5.3 | 99.0 | -7.0 | -0.3 | 2.9 | 1.8 | -1.5
CCC(=O)OCC(=O)N=c1sccn1Cc1ccccc1Cl | 1.2 | -0.4 | 3.8 | 2.5 | 94.0 | -2.7 | 1.8 | -0.4 | -0.9 | 12.5
CCOc1ccc2[nH]c(=O)c(CN(Cc3ccco3)C(=O)c3ccc(Br)cc3)cc2c1 | 9.9 | 5.8 | -6.2 | -5.4 | 115.0 | / | 30.2* | 4.6 | -1.5 | 4.1
CC(C)C[C@H]1COc2cc(Br)ccc2S(=O)(=O)N1 | 0.1 | 13.8 | 0.2 | -4.3 | 94.0 | -6.1 | -1.7 | 3.0 | -1.4 | -9.2
O=C(Nc1cccc(Cl)c1)Nc1sccc1-c1nc2ccccc2s1 | -5.2 | -3.6 | 3.7 | -5.4 | 105.0 | 13.9 | -6.3 | 7.7 | 3.1 | 11.2
Cc1cccc(Cl)c1NC(=S)N1CCN(c2ccc([N+](=O)[O-])cn2)CC1 | -2.2 | -3.2 | 3.8 | -3.2 | 98.0 | -14.7 | -0.3 | -4.7 | 1.4 | 5.1
Cc1cc(=O)oc2cc(OCC(=O)OCC(=O)Nc3c(C)n(C)n(-c4ccccc4)c3=O)ccc12 | 1.0 | 1.1 | -3.3 | 10.8 | 98.0 | -4.4 | 2.7 | -3.0 | -0.1 | 11.0
COc1ccc2oc(=O)c(-c3ccccc3C(=O)N3CCOCC3)cc2c1 | 2.8 | 13.6 | 2.8 | 3.4 | 102.0 | -4.4 | -1.4 | -0.1 | -1.5 | 11.1
COc1ccccc1C(CNC(=O)c1ccc(NS(=O)(=O)c2ccc(F)c(C)c2)cc1)N1CCCC1 (stereo unspecified) | -1.4 | 0.1 | -10.1 | 4.1 | 96.0 | -5.5 | 7.7 | 2.9 | -0.3 | 13.6
Cc1c(C#N)c(NC(=O)c2ccccc2)n(Cc2ccccc2)c1C | -2.0 | 2.1 | 2.6 | -0.7 | 106.0 | / | -5.7 | 0.0 | 1.5 | 7.2
CCOC(=O)c1c(C)sc2c1N(C(=O)CCl)c1cc(Cl)ccc1S2 | 14.9 | -4.4 | 1.4 | -22.3 | 103.0 | -3.3 | 19.9 | 19.2 | 3.1 | 4.1
O=C(O)c1ccc(CSCc2ccccc2)o1 | 0.5 | 4.5 | -2.3 | -0.2 | 97.0 | -9.9 | -10.1 | 0.7 | -1.3 | -1.8
CCC1(c2ccc(F)cc2)NC(=O)N(CC(=O)NCc2ccc(F)cc2)C1=O (stereo unspecified) | -0.2 | 2.1 | -4.4 | 4.2 | 97.0 | -4.3 | 1.7 | 4.2 | -0.6 | 1.4
CCOC(=O)c1c(C)[nH]c(C)c1S(=O)(=O)NCC1CCN(Cc2cccc(F)c2)CC1 | 1.9 | -8.9 | -8.8 | 2.1 | 91.0 | -5.8 | 5.2 | -5.2 | -2.9 | -10.2
CCCCCCCCNCCS(=O)(=O)NCc1ccccc1OC | -1.4 | 1.8 | -3.7 | -14.5 | 98.0 | -8.2 | -12.3 | -4.7 | 3.4 | 9.9
Cc1nc(N2CCN(C(=O)c3ccco3)CC2)[nH]c(=O)c1C | 0.9 | 5.3 | 9.7 | 2.9 | 97.0 | -20.3 | -2.3 | -3.7 | -0.5 | 5.5
CN(C)CCNc1ncnc2c1ncn2[C@H]1CN(Cc2ccc(Cl)cc2)C[C@@H](CO)O1 | -2.3 | 1.3 | -0.3 | 2.3 | 102.0 | 1.4 | 6.9 | -0.9 | -1.9 | 17.0
COc1ccc(-n2c(COc3cccc4cccnc34)nnc2SCC(=O)O)cc1 | 1.5 | -1.3 | 0.1 | 11.0 | 99.0 | -2.4 | -5.5 | -2.1 | -2.2 | -8.6
O=C(OCC(=O)N1CCN(C(=O)COC(=O)c2ccc(O)cc2O)CC1)c1ccc(O)cc1O | 0.2 | 24.6 | -2.6 | -2.7 | 83.0 | -5.4 | 9.0 | 3.7 | -3.5 | 2.1
CC1(C)C2CCC1(C)C(NCC(O)COc1ccc(C#N)cc1)C2 (stereo unspecified) | 0.4 | -0.5 | 6.3 | -0.1 | 93.0 | -17.3 | -9.8 | -0.7 | -1.5 | -0.8
O=C(Cc1ccc(Cl)cc1)Nc1ccccn1 | -1.1 | 2.0 | 3.6 | -1.2 | 93.0 | -4.3 | -0.7 | 2.2 | -0.7 | -1.4
CC(C)(C)CNC(=O)C1(C)CCN1C(=O)c1ccccc1CCc1ccccc1 (stereo unspecified) | -1.8 | 10.6 | 3.6 | 5.6 | 93.0 | -4.8 | 0.7 | -1.3 | -0.9 | -0.5
NC1(N)OC(CN2C(=O)c3ccccc3C2=O)CS1 (stereo unspecified) | -0.7 | 1.7 | 2.1 | 9.8 | 99.0 | -1.0 | -27.1 | 5.2 | -2.1 | 0.7
Cc1cc(C)c(C#N)c(N2CCCC(C(N)=O)C2)n1 (stereo unspecified) | 0.0 | 3.5 | 4.7 | -3.7 | 114.0 | -0.7 | -1.8 | -1.4 | -1.6 | -7.0
CCN(CC)c1ccc(NC(=O)Nc2cccc3ccccc23)cc1 | 1.0 | 4.4 | -4.1 | -2.1 | 94.0 | / | -2.6 | -7.6 | 2.1 | 9.2

Retrieved by structure from the list above (2):
SMILES | Glyco luc inh | PDI inh | HTR2A ag | H9c2 protect | ABCB6 inh MLPCN | CaV13 ICDI inh | ABHD5-PLIN5 inh | Exocytosis inh | MC4R barr agon | MC4R antag cAMP
CC1(C)C2CCC1(C)C(NCC(O)COc1ccc(C#N)cc1)C2 (stereo unspecified) | 0.4 | -0.5 | 6.3 | -0.1 | 93.0 | -17.3 | -9.8 | -0.7 | -1.5 | -0.8
NC1(N)OC(CN2C(=O)c3ccccc3C2=O)CS1 (stereo unspecified) | -0.7 | 1.7 | 2.1 | 9.8 | 99.0 | -1.0 | -27.1 | 5.2 | -2.1 | 0.7

Remaining list, next part
SMILES | Glyco luc inh | PDI inh | HTR2A ag | H9c2 protect | ABCB6 inh MLPCN | CaV13 ICDI inh | ABHD5-PLIN5 inh | Exocytosis inh | MC4R barr agon | MC4R antag cAMP
O/N=C/c1ccnc(SCc2ccccc2)n1 | -3.4 | -10.8 | 1.2 | -2.1 | 100.0 | -4.3 | 3.3 | -14.8 | -2.6 | 3.5
CC(NC(=O)c1ccco1)C(c1cccs1)N1CCN(c2ccccc2)CC1 (stereo unspecified) | -2.1 | / | 2.3 | 10.1 | 95.0 | -6.2 | -4.8 | -0.3 | 0.0 | -1.9
CCOC(=O)C1=C(c2ccccc2)Nc2ncnn2C1c1cc(OC)cc(OC)c1OC (stereo unspecified) | -0.7 | 6.2 | 6.3 | 0.8 | 94.0 | -3.4 | -1.4 | -6.2 | -1.1 | 5.8
CC(C)CNC(=S)NNC(=O)CC(C)O (stereo unspecified) | 0.6 | 6.1 | -0.5 | -5.6 | 99.0 | -0.1 | -1.9 | 0.7 | -1.2 | 3.4
O=C(Nc1cccc(O)c1)c1c(O)c2ccccc2[nH]c1=O | -9.3 | 9.1 | 7.2 | -11.4 | 95.0 | -6.6 | -4.3 | -9.0 | 1.0 | 2.8
Cc1onc(-c2ccccc2)c1C(=O)N1CCC(C)CC1 | 1.1 | -1.6 | -3.8 | 8.6 | 97.0 | -2.1 | -0.2 | -0.5 | 0.2 | 10.6
COc1ccc(CNc2nc3nc(C)c(Cl)c(C)n3n2)cc1OC | 0.1 | -9.1 | 5.0 | 3.1 | 97.0 | -3.9 | 3.1 | -1.2 | -0.2 | 2.9
CCOc1ccc(NC(=O)C2=C(C)NC(=S)NC2c2ccc(O)c(OC)c2)cc1 (stereo unspecified) | 0.6 | -0.6 | -6.3 | 0.2 | 99.0 | -4.6 | -3.6 | -2.2 | -0.7 | 2.9
CC(NC(=O)NCC1CCCO1)(C(F)(F)F)C(F)(F)F (stereo unspecified) | -1.9 | -11.8 | 1.4 | 5.4 | 97.0 | -0.5 | 2.2 | -0.6 | -0.4 | 1.0
C/C(=N\NC(=O)c1ccccn1)C12CC3CC(CC(C3)C1)C2 | 0.4 | 0.6 | -3.6 | -6.2 | 96.0 | -4.4 | -4.0 | -5.8 | 0.5 | -6.8
COc1ccccc1N(C(=O)CNS(=O)(=O)c1ccccc1)C(C(=O)NCc1ccco1)C(C)C (stereo unspecified) | -0.2 | 1.2 | 1.2 | 2.8 | 98.0 | 0.3 | 2.5 | -3.2 | -2.6 | 14.7
CCOc1cc(/C=C2\N=C(SC(C)C(N)=O)N(c3ccc(OC(F)F)cc3)C2=O)ccc1O (stereo unspecified) | -3.0 | -1.7 | 3.2 | 24.8 | 117.0 | / | -3.2 | -6.1 | 7.2 | 23.3
O=C(Nc1ccccc1)C1CCCN(C(=O)c2ccc(F)cc2)C1 (stereo unspecified) | 3.1 | -37.0 | 4.3 | -3.2 | 100.0 | -5.9 | -4.7 | 4.0 | -1.6 | -4.6
Cc1ccc2c(c1)c(=O)c1c3n2CCN(C(=O)CCl)C3CC1 (stereo unspecified) | 0.8 | 14.1 | 0.4 | 15.5 | 95.0 | -6.2 | -9.1 | -0.2 | -0.9 | -5.3
